# Bioassay records as filed in PubChem BioAssay.
# CHRM1 PAM – human M1 muscarinic receptor positive allosteric modulators, primary screen, CHO-K1 cells, Fluo-8 calcium fluorescence, 1536-well | Muscarinic acetylcholine receptor M1 (Homo sapiens), P11229 | CHO-K1 hM1, ACh EC20; 0% = ACh EC20, 100% = maximal ACh | activation, % at 3 µM | 360,000 compounds, 0.088% hits; in the data active means activation above about 19%, passing the limit was not always enough
# CHRM5 antagonist – human M5 muscarinic receptor antagonists, primary screen, CHO cells, Fluo-8 calcium fluorescence. CHO-hM5 cells, ACh EC80. inhibition, % at 3 µM. 360,000 compounds, 0.59% hits;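 active means inhibition above a per-plate cutoff, the mean of that plate's test compounds plus 3 SD, cut at about 27% in these data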;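 further: 0% = acetylcholine EC80 with DMSO and 100% = DMSO without agonist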
# Target sequence (P08912 whole entry, looked up): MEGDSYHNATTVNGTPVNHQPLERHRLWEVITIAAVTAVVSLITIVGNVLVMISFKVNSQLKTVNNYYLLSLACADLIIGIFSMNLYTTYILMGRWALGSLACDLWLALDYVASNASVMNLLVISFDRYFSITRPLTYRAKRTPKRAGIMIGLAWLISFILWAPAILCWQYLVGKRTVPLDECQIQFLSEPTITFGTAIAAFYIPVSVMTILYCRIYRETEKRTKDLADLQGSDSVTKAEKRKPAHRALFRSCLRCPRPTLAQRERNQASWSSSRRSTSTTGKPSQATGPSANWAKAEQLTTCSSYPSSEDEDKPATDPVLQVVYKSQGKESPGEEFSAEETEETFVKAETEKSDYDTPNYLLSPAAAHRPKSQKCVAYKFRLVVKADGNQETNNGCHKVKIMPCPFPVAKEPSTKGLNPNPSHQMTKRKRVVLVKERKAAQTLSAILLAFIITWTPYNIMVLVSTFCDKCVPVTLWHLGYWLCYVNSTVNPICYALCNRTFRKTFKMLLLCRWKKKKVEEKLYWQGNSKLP
# CRFBP-R2 block – antagonists of CRF-BP/CRF-R2 complex, primary screen, cell-based, HEK293, calcium dye fluorescence, uHTS; inhibition, % at 11.8 µM; AID 588475, 2011; 350,000 compounds, 0.59% hits; CRF-induced calcium fluorescence;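 active means inhibition of the ligand-induced calcium signal above about 50% at the single tested concentration, limit read from the data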
# CRFR2-BP ag – agonists of CRF-BP/CRF-R2 complex, primary screen, cell-based, HEK293, calcium dye fluorescence, uHTS; CRF-binding protein / CRF receptor 2 complex (human); calcium dye fluorescence (FLIPR); percent of saturating CRF peptide response; activation, % at 13.2 µM; 350,000 compounds, 0.46% hits;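 active means activation of at least 50%, plus an integration ratio under a set limit after plate pattern correction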;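 further: plate controls were neutral control wells without compound for no effect and CRF at EC100 for full effect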
# M4 antag – human M4 muscarinic receptor antagonists, primary screen, CHO cells, Fluo-8 calcium fluorescence; Muscarinic acetylcholine receptor M4 (Homo sapiens), P08173; CHO-hM4 cells, ACh EC80; inhibition, % at 3 µM; 360,000 compounds, 0.73% hits; AID 624125, 2012;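 active means inhibition above its plate's cutoff, the mean inhibition of sample wells plus 3 SD, cut at about 27% in these data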;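 further: 0% = acetylcholine EC80 with DMSO and 100% = DMSO without agonist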
# Target sequence (P08173 whole entry, looked up): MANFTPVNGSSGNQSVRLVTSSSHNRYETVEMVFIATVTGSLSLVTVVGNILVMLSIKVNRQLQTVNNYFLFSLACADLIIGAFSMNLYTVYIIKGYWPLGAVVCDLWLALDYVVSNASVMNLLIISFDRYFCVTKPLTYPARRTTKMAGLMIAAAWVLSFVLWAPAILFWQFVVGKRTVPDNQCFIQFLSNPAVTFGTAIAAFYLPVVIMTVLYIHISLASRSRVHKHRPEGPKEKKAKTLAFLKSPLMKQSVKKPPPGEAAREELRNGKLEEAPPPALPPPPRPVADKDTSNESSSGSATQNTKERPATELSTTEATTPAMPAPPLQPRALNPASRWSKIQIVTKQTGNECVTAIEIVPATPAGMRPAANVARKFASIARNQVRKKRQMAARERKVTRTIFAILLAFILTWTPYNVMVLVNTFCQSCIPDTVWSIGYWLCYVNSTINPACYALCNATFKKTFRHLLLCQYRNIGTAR
# M5 ag – human M5 muscarinic receptor agonists, primary screen, CHO-K1 cells, Fluo-8 calcium fluorescence | activation, % at 3 µM | CHO-K1 hM5 cells; 0% DMSO wells, 100% maximal acetylcholine response | 360,000 compounds, 0.19% hits;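 active means activation above the run's mean over test compounds plus 3 SD, cut at about 23% in these data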;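 further: signal is peak over basal fluorescence ratio across the kinetic read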
# CHRM5 PAM – human M5 muscarinic receptor positive allosteric modulators, primary screen, CHO-K1 cells, Fluo-8 calcium fluorescence | Muscarinic acetylcholine receptor M5 (Homo sapiens), P08912 | 360,000 compounds, 0.3% hits | activation, % at 3 µM | CHO-K1 hM5, ACh EC20 PAM; 0% = ACh EC20, 100% = ACh EC100;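 active means activation above the run cutoff, the mean activation of all test compounds plus 3 SD, cut at about 18% in these data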
#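 System: CHO-K1 hM5 cells. Reagent: acetylcholine, EC20 level. Compound dosing: single dose, 3 µM nominal final test concentration. Timing: Post-acetylcholine fluorescence recording 140 s. Detection: Fluo-8 calcium fluorescence. Read-out: % activation, ACh-normalized. Benchmarks: ACh EC20 and EC100 wells. Repeats: singlicate, one well per test compound.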
# CHRM4 PAM – human M4 muscarinic receptor positive allosteric modulators, primary screen, CHO-K1 cells, Fluo-8 calcium fluorescence; CHO-K1 hM4/Gqi5, ACh EC20; 0% = ACh EC20, 100% = maximal ACh; activation, % at 3 µM; 360,000 compounds, 0.4% hits;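 active means activation above its plate's cutoff, the mean activation of sample wells plus 3 SD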; further: some results filed as inactive read as strong as hits
# CHRM4 agonist – human M4 muscarinic receptor agonists, primary screen, CHO-K1 cells, Fluo-8 calcium fluorescence; AID 624127, 2012; CHO-K1 hM4/Gqi5; vehicle 0%, full acetylcholine response 100%; 360,000 compounds, 0.14% hits; activation, % at 3 µM; Muscarinic acetylcholine receptor M4 (Homo sapiens), P08173;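 active means activation above the run mean over all test wells plus 3 SD, cut at about 32% in these data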;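 further: peak over basal fluorescence ratio per well then scaled between controls; 0% = DMSO wells and 100% = acetylcholine at EC100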
# * = called active by the depositor; . = no result given. Rows were taken by chance, and some 2.6% of all compounds hit somewhere here.
SMILES,CHRM1 PAM,CHRM5 antagonist,CRFBP-R2 block,CRFR2-BP ag,M4 antag,M5 ag,CHRM5 PAM,CHRM4 PAM,CHRM4 agonist
CCCOC(=O)c1cc(-c2ccc(/C=C3/C(=O)N(C)C(=O)C(C#N)=C3C)o2)ccc1Cl,11,-15,14,-0.2,-13,-1,10,5,-2
COc1ccc(N2CC(C(=O)N[C@H](C(=O)NC(C)c3ccccc3)C(C)C)CC2=O)cc1 (stereo partly specified),1,-1,-23,-0.1,-3,-1,3,1,0
O=C(Nc1ccc(F)cc1)C1CCC(CNc2c(N3CCCCC3)c(=O)c2=O)CC1 (stereo unspecified),12,3,13,-2.5,15,3,3,12,0
CC1(C)CCCN(C(=O)N2c3ccccc3Sc3ccccc32)C1,-13,1,-4,0.9,9,-6,-8,-6,-2
Cc1ccc(NC(=O)CN(C)S(=O)(=O)c2cnc[nH]2)c(C)c1,18,0,-7,2.0,-6,-2,-1,9,0
CC(C)N(C(=S)Nc1cccc(C(F)(F)F)c1)C(C)c1ccccn1 (stereo unspecified),12,0,1,1.6,-9,0,8,-1,1
O=C(CCc1nnc2ccc(N3CCOCC3)nn12)Nc1ccc(F)cc1F,15,1,-14,1.1,2,-2,6,3,0
O=C(NCCCNCCCNC(=O)c1ccccn1)c1ccccn1,5,5,21,-0.3,9,-14,-19,-1,0
Oc1cc(-c2ccc(N3CCCCC3)nc2)cc2cccnc12,6,4,7,-0.4,-1,4,4,14,2
COc1ccc(/C=C(\C#N)c2c[nH]c3ccccc23)cc1,-10,8,13,0.3,-4,-7,-2,-5,2
Cc1cccc(-n2c(O)c(C=NC3CCS(=O)(=O)C3)c3ccccc3c2=O)c1C (stereo unspecified),3,10,-1,-1.3,8,0,0,0,0
COc1ccc(C(=O)O/N=C(\N)c2ccc(OC)c(OC)c2)cc1,12,3,0,-1.4,-1,-6,-2,3,1
COC(=O)[C@@H]1[C@H](CCc2ccccc2)NC(=O)N(Cc2ccccc2)[C@@H]1C,-2,6,-10,-2.9,-2,1,1,1,3
O=C(COc1cccc2cccnc12)N/N=C/c1ccccc1O,2,3,14,-1.5,-2,-7,0,1,4
COc1ccc(OC)c(CNc2ncc(-c3cccc([N+](=O)[O-])c3)n2C)c1,-29,18,-2,-3.0,8,-20,-16,-15,0
Clc1cccc(-c2nnc(-c3ccccc3)o2)c1,6,-4,-5,1.5,7,-3,5,-3,1
Cc1ccccc1NC(=O)CN1C(=O)N/C(=C\c2cccn2-c2cccc(C(=O)O)c2)C1=O,5,-25,14,-1.5,5,2,3,2,0
CN1CCN(c2cnn(-c3ccccc3)c(=O)c2Br)CC1,9,6,14,-1.4,4,-10,3,2,1
CCn1c(=O)cc(SCC(=O)N2CCC(C)CC2)c2ccccc21,1,0,-18,-0.4,-1,4,-10,-2,3
CCCCOC(=O)c1ccc(NC(=O)COC(=O)C2CC2C)cc1 (stereo unspecified),3,-6,-2,-1.8,-27,-1,-2,7,7
CCOC(=O)C1CCN(C(=O)CSc2ccc(Br)cc2)CC1,10,4,3,0.7,6,-2,-6,1,2
COc1cccc2sc3ccc(NCCC4CCCN4C)cc3c(=O)c12 (stereo unspecified),3,10,-5,6.9,10,-2,0,0,6
CC(C)c1nnc(NC(=O)c2ccc3c(c2)OCO3)s1,5,10,-30,-1.9,-5,-2,1,7,1
Cc1ccc(NC(=O)COc2cccc(-n3cnnn3)c2)cc1[N+](=O)[O-],-7,9,15,-0.7,6,0,-10,-11,8
COc1cccc(OC)c1OCC(O)CN1CCN(c2ccc(F)cc2)CC1 (stereo unspecified),-1,1,-19,-7.9,2,-6,-5,-4,1
CC(=O)c1ccc(-c2ccc(C(=O)NC3CC(C)(C)NC(C)(C)C3)o2)cc1,2,1,7,0.3,5,-1,-2,1,2
CN(CP(=O)(O)C(O)c1ccccc1)S(C)(=O)=O (stereo unspecified),-3,0,-9,1.9,-3,-3,-4,-2,1
COc1cc(/C=N/Nc2nn3cnnc3c3ccccc23)ccc1O,8,-9,-10,-0.8,1,0,11,5,0
O=C(Nc1cccc(-c2cn3cccnc3n2)c1)c1cccs1,9,6,-10,1.8,-22,-2,-6,11,6
Cc1cc(C)c2cc3c(N)c(C(=O)Nc4c(C)[nH]c(=O)[nH]c4=O)sc3nc2c1,1,5,2,-0.6,2,-1,-7,4,1
CCOC(=O)C1(Cc2ccccc2C)CCCN(C(=O)CN2C(=O)CSC2=O)C1 (stereo unspecified),4,9,-3,0.5,4,0,-9,-7,16
CCOC(=O)c1ccc(N2C(=O)C3CCOc4ccccc4C32)cc1 (stereo unspecified),11,5,-3,-2.0,1,0,8,7,0
Cc1nnc(-c2ccccc2)o1,6,-2,19,0.8,-5,4,11,5,0
CCC(=O)Nc1ccc2c(c1)OC[C@@H](C)N(C(=O)c1ccccn1)C[C@@H](C)[C@@H](OC)CN(C)C2=O,.,-7,.,.,-1,2,2,3,0
COc1ccc(-c2cc(C3CCN(c4ccc(C(C)=O)cc4[N+](=O)[O-])CC3)[nH]n2)cc1,-6,3,8,2.4,6,0,-3,-10,6
O=c1cc(CO)oc(C(Nc2ccccn2)c2ccc(C(F)(F)F)cc2)c1O (stereo unspecified),11,4,-2,2.6,4,0,-5,-7,0
CN(C)S(=O)(=O)c1ccc(C(=O)OCC2CC2(Cl)Cl)cc1 (stereo unspecified),-6,8,-8,-0.3,17,2,-7,-12,8
Cc1cc(Nc2ccc(Br)cc2)nc(-c2ccccc2O)n1,3,-2,-8,-0.6,0,1,2,-5,1
CCCC(C)C(=O)N(Cc1ccccc1)c1ccccn1 (stereo unspecified),2,1,-13,0.1,5,1,3,2,0
COc1cc2cc(CN(CCO)S(=O)(=O)c3ccccc3)c(=O)[nH]c2cc1OC,7,-1,-3,0.0,-4,-1,-2,-1,1
COc1ccc(-n2cnnc2SCC(=O)Nc2cccc(S(N)(=O)=O)c2)cc1,11,8,-1,2.6,-4,-1,-4,3,3
CN(c1ccc(C(=O)N/N=C/c2cccc([N+](=O)[O-])c2)cc1)S(=O)(=O)c1ccccc1,-3,0,15,-1.6,-6,0,-9,-8,12
COc1ccc(/C=N/Nc2nc(NCc3ccco3)nc(Nc3ccc(OC)cc3)n2)cc1,-10,3,19,-5.2,-16,-4,-3,-2,3
Cc1cc(NC(=O)CCCC(=O)O)nc(C)n1,16,1,1,1.5,-3,1,3,9,2
CCOC(=O)CCn1c(=S)n(CCC(=O)OCC)c2ccccc21,8,6,19,-2.4,0,2,1,11,2
COc1ccccc1N1CCN(CC(=O)Nc2ccnn2C2CCCC2)CC1,12,10,-11,1.0,-6,7,0,6,2
CC(=O)NCCc1ccc(S(=O)(=O)NC2OC(=O)c3ccccc32)cc1 (stereo unspecified),-3,2,30,0.6,13,0,-3,-6,0
CCN(CC)S(=O)(=O)c1ccc(NC(=O)c2ccc(N3CCCC3=O)cc2)cc1,-7,7,-5,3.2,-2,5,1,-3,6
CC(=O)c1cccc(-c2cnc3c(NC=O)cc(-c4ccc(N(C)C)cc4)cn23)c1,8,14,.,.,10,3,-6,6,9
O=C(OCC(=O)N1CCN(C(=O)c2ccco2)CC1)c1ccc(Cl)c(Cl)c1,-3,7,0,1.0,7,2,10,2,4

# Another view of part of the listing above:
compound	CHRM1 PAM	CHRM5 antagonist	CRFBP-R2 block	CRFR2-BP ag	M4 antag	M5 ag	CHRM5 PAM	CHRM4 PAM	CHRM4 agonist
COc1ccccc1N1CCN(CC(=O)Nc2ccnn2C2CCCC2)CC1	12	10	-11	1.0	-6	7	0	6	2
CC(=O)NCCc1ccc(S(=O)(=O)NC2OC(=O)c3ccccc32)cc1 (stereo unspecified)	-3	2	30	0.6	13	0	-3	-6	0
CCN(CC)S(=O)(=O)c1ccc(NC(=O)c2ccc(N3CCCC3=O)cc2)cc1	-7	7	-5	3.2	-2	5	1	-3	6
CC(=O)c1cccc(-c2cnc3c(NC=O)cc(-c4ccc(N(C)C)cc4)cn23)c1	8	14	.	.	10	3	-6	6	9

# Following part.
SMILES,CHRM1 PAM,CHRM5 antagonist,CRFBP-R2 block,CRFR2-BP ag,M4 antag,M5 ag,CHRM5 PAM,CHRM4 PAM,CHRM4 agonist
CN(C)C(=O)CSc1nnc(-c2ccc(F)cc2)c2ccccc12,10,-5,-2,-0.2,1,3,13,15,0
Cn1cccc1C(=O)OCC(=O)Nc1ccc2c(c1)CCC2,6,4,-5,0.0,4,-2,-4,-6,2
Brc1ccccc1-c1nnc2sc(-c3ccc4c(c3)OCCO4)nn12,9,-4,15,-0.4,-11,-4,2,16,1
Cn1c(=O)c(Cc2ccccc2)c(O)c2ccccc21,11,-1,22,-0.4,-3,3,6,6,0
CCC(Sc1nc(C)cc(=O)[nH]1)C(=O)Nc1sc2c(c1C#N)CCCC2 (stereo unspecified),-5,7,2,1.5,5,21,-8,10,8
CCOc1ccc(NC(N)=O)cc1OCC,3,-1,6,0.1,0,1,6,9,0
COc1cccc(C(c2cccc(OC)c2)c2ccccc2C(=O)O)c1,7,8,4,-0.4,-4,3,2,6,1
O=C(Cn1cnc(S(=O)(=O)N2CCCC2)c1)Nc1cccc(Br)c1,3,0,6,1.1,5,0,5,-6,1
CCn1c(SCC(=O)NC2CCCCC2)nc2ccccc2c1=O,10,2,4,-0.8,5,1,2,-1,1
O=C(NCc1cccs1)C1CCC(CNS(=O)(=O)c2cccc3nsnc23)CC1 (stereo unspecified),-7,0,11,-1.7,-5,-2,-2,-1,5
Cc1cccnc1NC(=O)c1cc2ccccc2oc1=O,-8,7,-2,-1.2,-4,5,1,-4,0
O=C(CSc1nc2ccccc2s1)Nc1nccs1,9,3,-6,0.0,0,1,2,-3,3
O=c1[nH]n2c(=O)c3c([nH]c2c1N=Nc1ccccc1)CCC3,7,0,12,-0.6,1,-1,-1,-2,-1
Cc1nc2nc[nH]n2c(=O)c1CCC(C)C,17,2,14,-1.3,-5,1,0,6,0
NC(=O)Cn1nc([N+](=O)[O-])nc1Oc1ccccc1C(=O)N1CCOCC1,0,8,-7,-1.8,-5,1,1,-3,0
CC1CCCC(NC(=O)c2ccc(COc3ccccc3)o2)C1C (stereo unspecified),5,-13,16,-0.5,1,-1,1,-6,0
O=S(=O)(Nc1ccc(N2CCCCC2)cc1)c1ccc(F)c(F)c1,-11,4,-24,0.2,-8,0,-3,2,4
COC(=O)c1ccc(NC(=O)C2C3CCC(C3)C2C(=O)O)cc1 (stereo unspecified),3,-6,19,-0.1,3,7,-2,8,0
COc1cc(C2Nc3cccc4cccc(c34)N2)cc(OC)c1O,3,-12,-8,-0.3,2,3,7,1,1
FC(F)(F)c1ccc(NCCc2ccccc2)nc1,1,11,2,-2.1,2,-4,-8,-5,-1
CC1=CC(=C(C#N)C#N)C=C(C)N1CCN1CCNCC1,-10,4,0,-0.9,-6,-14,-2,-4,0
COc1cc(N=Nc2ccccc2C(=O)O)ccc1O,2,1,-4,-0.4,3,-2,-4,1,0
